# Compound activity as filed in PubChem.
# TbMetRS inhib: Trypanosoma brucei MetRS inhibition. purified T. brucei MetRS, ATP depletion, Kinase-Glo luminescence. inhibition, % at 11.9 µM. hit rate 0.4% among 360,000. AID 624268;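 active = inhibition above a per-plate cutoff of the control wells' mean inhibition plus 3 SD, cut at about 5.5% in these data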;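 also: 0% = DMSO wells median and 100% = median of wells with control inhibitor compound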
#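 assay system = parasite MetRS enzyme | timing = 15 min preincubation, 2 h reaction, all 25 °C | evaluation = percent inhibition relative to median high and low control wells | medium = HEPES buffer containing pyrophosphatase, BSA, spermine, DTT | compound = single dose, 11.9 µM final nominal, 0.9% final DMSO | detection = Kinase-Glo luminescence, ATP depletion format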
# NadD inh: NadD (S. aureus) enzyme inhibition; hit rate 0.78% among 360,000; inhibition, % at 20 µM; purified NadD enzyme, colorimetric absorbance read-out; in the data active = inhibition above about 26%; also: some compounds past the cut are filed as inactive
# Rpn11 inh: blocks the human proteasome subunit Rpn11; hit rate 0.59% among 360,000; O00487; human 26S proteasome, Ub4-pepOG fluorescence polarization; 20S core pre-blocked with epoxomicin; calls only at 20 µM;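 active = inhibition at 20 µM, scaled to each plate's controls, above about 33%, limit read from the data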
# Target sequence (O00487 whole entry, looked up): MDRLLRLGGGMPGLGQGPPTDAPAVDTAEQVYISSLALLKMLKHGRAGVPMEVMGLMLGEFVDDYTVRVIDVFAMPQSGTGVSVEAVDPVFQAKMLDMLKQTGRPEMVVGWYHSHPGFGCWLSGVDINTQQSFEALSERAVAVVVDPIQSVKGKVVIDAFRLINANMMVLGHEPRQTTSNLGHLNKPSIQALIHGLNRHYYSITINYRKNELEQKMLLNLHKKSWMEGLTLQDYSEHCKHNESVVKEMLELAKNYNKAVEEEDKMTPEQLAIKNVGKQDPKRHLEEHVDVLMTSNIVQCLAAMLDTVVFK
# Scp1 inh: inhibitors of human Scp-1 phosphatase; inhibition, % at 20 µM; hit rate 0.88% among 340,000; AID 493091; Q9GZU7; Recombinant Scp1, phosphopeptide, malachite green phosphate absorbance;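 active = inhibition above about 50% at 20 µM, limit read from the data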;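 also: plate controls were DMSO wells with enzyme for no effect and wells lacking enzyme for full effect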
# Target sequence (Q9GZU7 76-261 limits assumed): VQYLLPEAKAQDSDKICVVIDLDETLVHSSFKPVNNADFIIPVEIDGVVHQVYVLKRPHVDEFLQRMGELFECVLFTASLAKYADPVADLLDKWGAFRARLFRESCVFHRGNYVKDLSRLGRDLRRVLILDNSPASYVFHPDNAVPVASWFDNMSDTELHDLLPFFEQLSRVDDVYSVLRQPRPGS
#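 Times: enzyme reaction 45 min at room temperature, colour 5 min, stabilisation 30 min. Material: SCP-1 catalytic fragment, aa 76-261. Medium: Acidic Tris acetate buffer with magnesium and detergent. Signal: colorimetric free-phosphate detection, absorbance 630 nm. Read-out basis: % inhibition of SCP-1 phosphate liberation. Reagent: Phosphorylated 17-residue peptide substrate.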
# CSN inh: blocks human CSN-mediated cullin deneddylation | Purified CSN, SCF-Nedd8-OG deneddylation, fluorescence polarization | AID 651999 | inhibition, % at 12.5 µM | hit rate 0.38% among 360,000;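 active = pattern-corrected inhibition above about 35%, with an unprinted fluorescence ratio check between 0.5 and 1.5, limit read from the data, passing the limit was not always enough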;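 also: 0% = enzyme with substrate and 100% = substrate without enzyme; some results filed as inactive read as strong as hits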
#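 Detection – fluorescence polarization · System – HEK293T-derived human Csn5 enzyme · Controls – substrate-only high control, full reaction low control · Timing – 90 min, room temperature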
# STEP inh: inhibitors of human striatal-enriched phosphatase STEP | P54829 | recombinant STEP, OMFP fluorogenic substrate, fluorescence | inhibition, % at 20 µM | hit rate 0.25% among 360,000;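 active = inhibition at 20 µM, scaled per plate between control wells, above about 37%, limit read from the data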;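 also: 0% = DMSO with enzyme and substrate and 100% = substrate only without enzyme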
# Target sequence (P54829 whole entry, looked up): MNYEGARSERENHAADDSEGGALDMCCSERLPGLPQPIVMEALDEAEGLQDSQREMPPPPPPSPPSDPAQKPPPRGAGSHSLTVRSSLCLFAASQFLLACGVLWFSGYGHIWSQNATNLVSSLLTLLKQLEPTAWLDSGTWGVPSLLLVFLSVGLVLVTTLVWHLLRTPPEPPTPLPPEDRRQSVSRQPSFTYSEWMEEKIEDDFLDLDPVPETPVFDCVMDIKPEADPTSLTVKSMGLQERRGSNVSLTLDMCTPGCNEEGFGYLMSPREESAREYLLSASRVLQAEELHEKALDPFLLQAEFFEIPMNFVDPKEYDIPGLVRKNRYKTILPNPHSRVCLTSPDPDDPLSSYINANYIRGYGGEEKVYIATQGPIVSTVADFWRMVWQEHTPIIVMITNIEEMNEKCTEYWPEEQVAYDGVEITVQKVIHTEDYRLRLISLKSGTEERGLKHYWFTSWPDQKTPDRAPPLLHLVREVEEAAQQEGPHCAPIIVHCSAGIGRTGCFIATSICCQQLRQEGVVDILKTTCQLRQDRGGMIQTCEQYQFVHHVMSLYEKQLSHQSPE
#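 medium = Bis-Tris buffer pH 6.0, 2.5 mM DTT, 0.005% Tween 20 | test system = STEP (striatal-enriched tyrosine phosphatase) enzyme, cell-free | measure = normalized % inhibition | compound dosing = 20 µM, 1% DMSO | also added = 25 µM OMFP | schedule = reaction 20 min, ambient temperature | measured by = fluorescence read at 480 nm ex / 540 nm em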
# LMPTP inh: LMPTP (human) inhibition; recombinant LMPTP-A, OMFP fluorogenic substrate, fluorescence intensity; inhibition, % at 20 µM; hit rate 0.22% among 360,000; P24666;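 active = compounds that cut the enzyme signal by at least half of the control window in the single-dose screen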;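 also: plate controls were DMSO wells with enzyme plus substrate for no effect and substrate without enzyme for full effect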
#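 Material: LMPTP-A; amount: 0.625 nM enzyme; doses: single 20 µM dose; times: reaction 50 min, room temperature, dark; technique: fluorescence intensity of OMFP turnover product; benchmarks: no-enzyme and uninhibited controls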
# DNMT1 block: blocks human DNA methyltransferase DNMT1. P26358. DNMT1 molecular beacon, Hinp1I cleavage, fluorescence. inhibition (reported as % activation of signal), % at 10 µM. hit rate 0.83% among 360,000; in the data active = inhibition above about 50%
# SUMO1 PPI mod: SUMO1-SIM interaction modulation; SUMO1 binding to a labelled peptide, TR-FRET, 1 h; inhibition, % at 20 µM; hit rate 0.33% among 360,000; AID 602429; in the data active = inhibition above about 37%
# MsrA inhibitor: inhibitors of bovine MsrA; purified bovine MsrA, absorbance read-out; inhibition, % at 15.5 µM; hit rate 0.75% among 360,000; in the data active = inhibition above about 4.5%;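 also: 0% = vehicle wells with enzyme and 100% = reference inhibitor wells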
# * hit, by the source's call; i = inactive; . = no result given.
# Each structure is followed by: TbMetRS inhib	STEP inh	NadD inh	SUMO1 PPI mod	MsrA inhibitor	CSN inh	Rpn11 inh	DNMT1 block	Scp1 inh	LMPTP inh
CCN(CC)CCCNC(=S)N(Cc1cccnc1)Cc1cc2cc(C)ccc2[nH]c1=O
→ -0.3	1	-9	1	-0.5	1	i	1	-4	-1.1
CCOC(=O)C1(Cc2ccc(Cl)cc2)CCN(C(=O)c2cc(C)nc(C)n2)CC1
→ -2.1	-4	0	-1	0.0	8	i	7	1	-1.4
CN1CCN(c2ccc([N+](=O)[O-])cc2S(=O)(=O)N2CCOCC2)CC1
→ 0.1	0	-4	-26	1.1	0	i	0	-9	-0.2
COc1ccc(CCNC(=O)c2cc(-c3cc(C)cc(C)c3O)n[nH]2)cc1OC
→ 3.8	1	-5	1	1.6	2	i	-4	-1	2.8
Cc1ccccc1NC(=O)N1CCCC(c2nc(-c3ccc(C(C)C)cc3)no2)C1 (stereo not drawn)
→ -0.8	1	3	-1	-0.4	3	i	-3	7	3.0
Nc1ncc(Br)cc1S(=O)(=O)NCCC(=O)NCCc1ccccc1
→ -0.1	-3	-1	-5	0.3	1	i	1	-3	1.0
N#Cc1c(N)sc(=S)c2c1CCCC2
→ -0.1	6	0	24	0.3	6	i	-1	-10	1.0
COc1cccc(CNc2ncnc3ccc(-c4c(C)noc4C)cc23)c1
→ 0.1	0	1	0	-0.2	-3	i	-3	0	3.2
CC(C)(C)OC(=O)NCCc1nnc(SCC(=O)c2ccc(Cl)cc2)o1
→ -0.6	0	1	2	-1.1	3	i	1	-5	-0.8
CC(=O)Nc1ccc(NC(=O)c2c(C)nn(Cc3ccccc3Cl)c2C)cc1
→ -0.6	-2	-6	2	-0.7	1	i	8	2	-0.6
CN(Cc1ccccc1)c1nccn2ccnc12
→ -0.1	1	2	0	0.8	-5	i	2	.	1.4
COc1ccc(OC)c(N/C=C/C(=O)c2ccccc2)c1
→ 0.2	3	-1	-34	1.9	5	i	1	0	2.9
Nc1cc2c3ccccc3ccc2c2ccccc12
→ -0.2	3	-3	22	0.3	46*	i	91*	5	16
Cc1ccc(C)c(S(=O)(=O)N2CCN(C(=O)[C@H](C)N3C(=O)C4CC=CCC4C3=O)CC2)c1 (stereo partly drawn)
→ -0.3	-4	1	1	1.1	-2	i	-1	-1	0.4
CCOC(=O)N1CCC(NC(=O)C2CCN(S(=O)(=O)c3cnc[nH]3)CC2)CC1
→ -0.2	-2	-1	0	1.0	0	i	-1	-2	-0.7
C[N+]1(CC(O)COc2ccccc2)CCN(C(=O)c2ccc([N+](=O)[O-])cc2)CC1 (stereo not drawn)
→ -1.1	-4	19	-22	0.5	-1	i	3	45	-1.2
CNC(=O)C[C@H]1C(=O)N(c2ccccc2)C[C@@H]1Cc1ccccc1
→ 0.0	1	0	3	-0.8	0	i	3	.	-0.8
C/C(=N\NC(=O)c1ccc([N+](=O)[O-])cc1Cl)c1ccccc1
→ -0.6	-2	-5	-22	0.2	4	i	6	1	0.2
O=C(Nc1ccc(OCC(=O)N2CCOCC2)cc1)Nc1cccc2ccccc12
→ -0.4	2	2	-13	-0.3	-1	i	0	-6	0.1
COc1ccc(C(=O)NCc2cccnc2)cc1OC
→ -0.7	2	1	0	-0.8	-6	i	3	-3	-0.8

# Already shown: entries from further up.
# Each structure is followed by: TbMetRS inhib	STEP inh	NadD inh	SUMO1 PPI mod	MsrA inhibitor	CSN inh	Rpn11 inh	DNMT1 block	Scp1 inh	LMPTP inh
CCN(CC)CCCNC(=S)N(Cc1cccnc1)Cc1cc2cc(C)ccc2[nH]c1=O
→ -0.3	1	-9	1	-0.5	1	i	1	-4	-1.1
CCOC(=O)C1(Cc2ccc(Cl)cc2)CCN(C(=O)c2cc(C)nc(C)n2)CC1
→ -2.1	-4	0	-1	0.0	8	i	7	1	-1.4
CN1CCN(c2ccc([N+](=O)[O-])cc2S(=O)(=O)N2CCOCC2)CC1
→ 0.1	0	-4	-26	1.1	0	i	0	-9	-0.2

# Other compounds
# Each structure is followed by: TbMetRS inhib	STEP inh	NadD inh	SUMO1 PPI mod	MsrA inhibitor	CSN inh	Rpn11 inh	DNMT1 block	Scp1 inh	LMPTP inh
Cc1cc(SCC(=O)c2ccccc2)n2nc(C)nc2n1
→ -0.5	1	-2	-7	0.5	1	i	-1	7	-0.1
COC(=O)[C@@]1(Cc2ccccc2)[C@H]2C(=O)N(Cc3ccccc3)C(=O)[C@H]2[C@H]2CN=C(SCc3ccc(Cl)cc3)N21
→ 1.1	2	12	9	0.5	-2	i	-5	12	3.7
Cc1ccc(C(=O)Nc2cc3ccccc3oc2=O)cc1
→ -0.3	-2	4	-4	-1.3	-4	i	15	-6	0.2
Cc1ccc(N2N=C(C(=O)O)CCC2=O)cc1Cl
→ 0.5	-2	-1	-3	-0.5	0	i	0	-4	-2.9
Cc1ccc(N2CCN(C(=O)N3CCOCC3)CC2)c(C)c1
→ -0.7	-1	3	4	-0.9	-6	i	3	-1	0.7
COc1ccccc1NS(=O)(=O)c1ccc(N/N=C(\C)C(C)C)c([N+](=O)[O-])c1
→ .	2	-2	-18	9.2*	-3	i	-7	-2	3.0
Cn1c(COc2ccccc2)nnc1SCC(=O)Nc1ccc(S(N)(=O)=O)cc1
→ -0.7	-2	-6	0	-1.5	4	i	5	0	-1.2
COCCCNC(=O)c1cccc2c(-c3ccc(OC)cc3C)coc12
→ 0.0	3	-6	12	-1.1	-3	i	-3	.	0.9
O=C1C2ON(c3ccc(Br)cc3)C(c3cccnc3)C2C(=O)N1C1CCCCC1 (stereo not drawn)
→ -0.6	-2	4	2	-1.1	-2	i	-3	3	2.0
CN1CC(=O)N(CC(=O)N2N=C(c3ccc(Cl)cc3)CC2c2ccco2)C1=O (stereo not drawn)
→ -0.1	0	6	-3	-0.8	-2	i	-1	2	-0.7
C=CCn1c(SCC(=O)Nc2ccc(NC(C)=O)cc2)nc2sc(C)c(C)c2c1=O
→ -0.5	-1	2	2	0.8	5	i	17	14	-0.2
NC(=O)c1ccsc1NC(=O)COC(=O)CNC(=O)c1ccc(F)cc1
→ -0.3	2	0	9	0.4	-4	i	4	10	3.5
Cc1cc(S(=O)(=O)NCC(=O)O)ccc1F
→ -0.3	-1	-1	-1	-1.0	9	i	1	-7	0.2
O=C1/C(=C\c2ccc(Br)o2)SC(=Nc2ccccc2)N1c1ccccc1
→ 0.1	0	11	0	1.5	12	i	43	28	4.2
COc1ccc(S(=O)(=O)N2CCC(C(=O)N3CCc4ccccc4C3)CC2)cc1
→ 2.3	4	0	1	-0.7	-1	i	0	-13	1.7
O=C(O)C1C2CCCCC2=C2CCCCC2C1C(=O)c1ccccc1 (stereo not drawn)
→ -0.7	2	-2	3	-0.8	1	i	2	-7	0.5
Cc1cc2ccccc2c(=O)[nH]1
→ -0.7	0	-3	1	2.2	7	i	-1	-3	-1.1
Cc1ccc(C2CC(c3ccccc3)=NN2C(=O)CSc2nnc(-c3ccncc3)n2C)o1 (stereo not drawn)
→ -0.2	4	0	-9	0.4	0	i	-7	-5	-2.0
CCCCOc1ccc(OC(=O)Nc2cc(Cl)ccc2OC)cc1
→ -1.6	-2	-4	-2	0.9	-1	i	3	-11	3.3
O=C(C1CCN(C2CCN(Cc3ccsc3)CC2)CC1)N1CCOCC1
→ -0.3	0	3	3	0.5	-2	i	2	1	-2.0

# Fetched by compound from above, four records:
# Each structure is followed by: TbMetRS inhib	STEP inh	NadD inh	SUMO1 PPI mod	MsrA inhibitor	CSN inh	Rpn11 inh	DNMT1 block	Scp1 inh	LMPTP inh
C[N+]1(CC(O)COc2ccccc2)CCN(C(=O)c2ccc([N+](=O)[O-])cc2)CC1 (stereo not drawn)
→ -1.1	-4	19	-22	0.5	-1	i	3	45	-1.2
C=CCn1c(SCC(=O)Nc2ccc(NC(C)=O)cc2)nc2sc(C)c(C)c2c1=O
→ -0.5	-1	2	2	0.8	5	i	17	14	-0.2
CN1CCN(c2ccc([N+](=O)[O-])cc2S(=O)(=O)N2CCOCC2)CC1
→ 0.1	0	-4	-26	1.1	0	i	0	-9	-0.2
Cc1cc(SCC(=O)c2ccccc2)n2nc(C)nc2n1
→ -0.5	1	-2	-7	0.5	1	i	-1	7	-0.1

# The list goes on:
# Each structure is followed by: TbMetRS inhib	STEP inh	NadD inh	SUMO1 PPI mod	MsrA inhibitor	CSN inh	Rpn11 inh	DNMT1 block	Scp1 inh	LMPTP inh
CCCCN(C(=S)NC(=O)c1cc(OC)c(OC)c(OC)c1)c1c(N)n(Cc2ccccc2)c(=O)[nH]c1=O
→ -0.3	-1	8	5	-0.3	0	i	0	-2	-2.1
COc1cc([N+](=O)[O-])ccc1NC(=O)NNC(=O)CCc1ccccc1
→ -0.2	0	1	-18	1.1	3	i	0	-2	0.0
O=C(c1cccc(Cl)c1)N1CCCC(C(=O)N2CCCCCC2)C1 (stereo not drawn)
→ -0.3	0	10	1	2.1	-5	i	2	-9	-0.2
O=C(C1CCN(S(=O)(=O)c2cccc3cccnc23)CC1)N1CCN(c2ccccc2)CC1
→ -0.3	-1	-3	7	-0.9	1	i	-2	33	2.2
CCCCNC(=S)NNC(=O)c1nn(C)cc1Cl
→ 0.1	-4	-5	-2	0.0	-1	i	2	-3	-0.3
Cc1cc(=O)[nH]c(SCC(=O)Nc2nc(-c3ccccc3)cs2)n1
→ -0.7	0	3	15	0.1	7	i	-2	0	1.0
CCn1c(C)cc(/C=C2/SC(=O)N(CC(=O)N3CCCC3)C2=O)c1C
→ -0.1	0	0	-23	0.9	0	i	-2	-1	0.3
Cc1csc(CN(C)C(=O)CC2C(=O)NCCN2Cc2ccc(Cl)c(F)c2)n1 (stereo not drawn)
→ 0.0	-2	0	6	0.2	-6	i	-3	-3	-1.0
Cc1ccc(S(=O)(=O)N2CC(C(=O)O)Oc3ccccc32)cc1 (stereo not drawn)
→ 0.4	-1	2	-4	-0.1	0	i	0	-2	-0.6
c1ccc(-c2nnc3sc(-c4ccncc4)nn23)cc1
→ -0.3	2	-3	1	1.2	-9	i	-3	1	-1.3
O=c1cc(CN2CCN(c3ccc(Cl)c(Cl)c3)CC2)c2ccccc2o1
→ -0.1	4	4	8	-0.5	1	i	-6	.	3.5
CS(=O)(=O)N1CCCC(C(=O)Nc2c(F)cccc2F)C1 (stereo not drawn)
→ -0.3	-1	0	-3	-0.4	5	i	0	-4	-0.2
CC1CCCN(S(=O)(=O)c2csc(C(N)=O)c2)C1 (stereo not drawn)
→ -0.1	0	1	-1	0.1	1	i	0	-2	-1.8
COc1cc(/C=C/C(=O)C2C(=O)C=C(C)OC2=O)cc(OC)c1O (stereo not drawn)
→ -0.2	-1	0	-1	1.1	0	i	3	-8	-0.2
